Screening results: PubChem, National Center for Advancing Translational Sciences (NCATS)
SNCA expr inhib – SNCA gene expression inhibition | HEK-293 SNCA-luciferase knock-in, luminescence, 24 h | Potency, µM (doses to about 57.2 µM), inactives show top-dose activity change, negative = inhibition, hits mostly inhibitors | 140,000 compounds, 0.17% hits | AID 1671194;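 note: potency is the fitted concentration of half-maximal effect; plate controls were DMSO cells for no effect and cell-free wells for full effect; nearly all actives have a fitted effect of over 45% in size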
HEK cytotox – cytotoxic compounds in HEK 293 cells | HEK 293 viability, ATP luminescence (CellTiter-Glo), 48-72 h | Potency, µM (series often up to 115 µM), for the others: at the highest dose activity change, negative = cytotoxicity, hits mostly inhibitors | 94,000 compounds, 6.6% hits | AID 1345083; note: potency is the fitted concentration of half-maximal effect; nearly all actives have a fitted effect of over 60% in size
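250 HEK 293 cells/well; compound by pintool; incubated 48 or 72 hr at 37 degree Celsius; CellTiter-Glo added, 10 min RT, luminescence imaged.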
FLuc inh – Photinus pyralis luciferase inhibition. P08659. purified P. pyralis luciferase, luminescence, biochemical. Potency, µM (highest dose often 115 µM), for inactives: top-dose activity change, negative = inhibition, actives largely listed as inhibitors. 76,000 compounds, 2.5% hits; note: potency is the fitted concentration of half-maximal effect; nearly all actives have a fitted effect of over 65% in size
Target sequence (P08659 whole entry, looked up): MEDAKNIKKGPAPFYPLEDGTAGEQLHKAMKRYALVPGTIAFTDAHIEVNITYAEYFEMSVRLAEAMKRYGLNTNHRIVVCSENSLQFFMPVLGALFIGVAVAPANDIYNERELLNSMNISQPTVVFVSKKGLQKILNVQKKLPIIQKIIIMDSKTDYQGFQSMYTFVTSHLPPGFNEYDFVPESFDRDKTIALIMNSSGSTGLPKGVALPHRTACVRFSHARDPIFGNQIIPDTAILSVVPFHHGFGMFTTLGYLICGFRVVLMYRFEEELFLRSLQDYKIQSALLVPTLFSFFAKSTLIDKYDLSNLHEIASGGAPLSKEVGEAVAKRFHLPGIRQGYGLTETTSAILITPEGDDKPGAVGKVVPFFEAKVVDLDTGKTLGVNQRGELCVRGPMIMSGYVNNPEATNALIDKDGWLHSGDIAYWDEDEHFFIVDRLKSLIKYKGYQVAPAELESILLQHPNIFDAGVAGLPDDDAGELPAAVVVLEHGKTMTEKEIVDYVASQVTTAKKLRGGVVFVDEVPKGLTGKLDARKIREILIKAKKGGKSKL
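Luminescence read by CCD imager after adding enzyme (10nM final) to wells holding compound, titrated in qHTS. Substrates 10uM each D-luciferin and ATP; buffer 50mM Tris acetate pH 7.5, 10mM Mg acetate, Tween-20, BSA.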
IP6K1 inh – inhibitors of human IP6K1; Q92551; IP6K1 kinase, ADP-Glo luminescence, 2 h; hits give low values; activity change, % (series mostly up to about 58 µM); 140,000 compounds, 0.81% hits; AID 1645851; in the data active = activity change below about -25%
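ADP-Glo luminescence measures ADP made by human IP6K1 during a 2 h RT reaction with ATP/IP6 (mix at 1.3 mM/130 uM); top library doses 57.5 and 19.1 uM final.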
GPT2 inh – GPT2 alanine aminotransferase inhibition; Q8TD30; Potency, µM (top dose mostly 57.7 µM), inactives show top-dose activity change, negative = inhibition, usual class: inhibitors; 100,000 compounds, 0.25% hits; Recombinant GPT2, coupled pyruvate oxidase/HRP Amplex Red fluorescence; note: potency is the fitted concentration of half-maximal effect; nearly all actives have a fitted effect of over 60% in size; many of its hits are not listed in these tables
Target sequence (Q8TD30 whole entry, looked up): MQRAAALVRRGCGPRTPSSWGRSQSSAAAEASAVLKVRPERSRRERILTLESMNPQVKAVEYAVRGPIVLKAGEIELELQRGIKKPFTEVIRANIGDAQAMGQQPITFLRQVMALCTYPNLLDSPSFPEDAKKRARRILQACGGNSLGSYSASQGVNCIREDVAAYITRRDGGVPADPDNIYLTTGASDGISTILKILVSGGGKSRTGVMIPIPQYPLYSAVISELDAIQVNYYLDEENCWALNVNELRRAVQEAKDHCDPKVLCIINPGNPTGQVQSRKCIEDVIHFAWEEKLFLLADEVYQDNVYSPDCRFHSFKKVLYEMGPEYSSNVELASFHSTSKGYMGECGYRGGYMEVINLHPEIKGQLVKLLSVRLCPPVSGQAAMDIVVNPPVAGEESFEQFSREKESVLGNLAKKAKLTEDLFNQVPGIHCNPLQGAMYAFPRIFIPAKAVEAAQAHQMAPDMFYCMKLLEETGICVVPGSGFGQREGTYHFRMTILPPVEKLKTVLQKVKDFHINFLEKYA
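Inhibition is scored from Amplex Red fluorescence generated when pyruvate oxidase and HRP act on pyruvate released by GPT2. Reactions contain 10ng/uL enzyme, 250uM a-KG and 2mM L-alanine and run 30 min at room temperature.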
HEK293 viab – cell viability loss counter-screen; HEK-293-SNCA-luc viability, GF-AFC fluorescence, 24 h; Potency, µM (titrated, usually from 57.1 µM), inactives show top-dose activity change, negative = cytotoxicity, most hits filed as cytotoxic; 150,000 compounds, 0.12% hits;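 note: potency is the fitted concentration of half-maximal effect; 0% = DMSO-treated cells and -100% = medium-only wells without cells; nearly all actives have a fitted effect of over 30% in size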
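Cytotoxicity counterscreen: after 24 h compound treatment of genome-edited SNCA-luciferase HEK-293 cells, live-cell protease substrate GF-AFC read by fluorescence after 30 min; activity scaled between DMSO (0%) and medium-only (-100%), curves Hill-fitted.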
NIH3T3 tox – cytotoxic compounds in NIH 3T3 cells; AID 1345082; Potency, µM (titrated, usually from 96.7 µM), inactives show at the highest dose activity change, negative = cytotoxicity, most hits filed as inhibitors; 94,000 compounds, 4.3% hits; NIH 3T3 viability, CellTiter-Glo ATP luminescence, 48-72 h; note: potency is the fitted concentration of half-maximal effect; nearly all actives have a fitted effect of over 55% in size
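Luminescent ATP readout (CellTiter-Glo, 10 min RT) after 48 or 72 hr compound exposure of NIH 3T3 cells seeded at 400 cells/well in 1536-well format; quantitative HTS.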
* marks the source's active call; other numbers are inactive results; i = inactive; ? = inconclusive; . = no result given; & = joins results of further samples; [ ] = another dose, or the depositor's remark. Unless noted, calls come from the whole dose curve; as a rule, active = well fitted curve in the direction sought with a large enough effect; inconclusive = small, poorly fitted or top-dose-only effect, or another doubt; inactive = no such curve, though single readings can be large; an effect the other way counts as inactive or inconclusive. Unless noted, % is set by controls: 0 for no effect and ±100 for the full control effect.

SMILES	SNCA expr inhib	HEK cytotox	FLuc inh	IP6K1 inh	GPT2 inh	HEK293 viab	NIH3T3 tox
O=c1[nH]c(C2CCCN(Cc3cccc(Cl)c3)C2)nc2ccc(F)cc12 (centres undefined)	-11.1%&-21.6%	?	-5.6%	15.3&-9.0	i	4.0%&-0.3%	?
CCC(C)(C)NC(=O)C1CCC(CNS(=O)(=O)c2ccc3c(c2)CC(C)N3C(C)=O)CC1 (centres undefined)	22.5%	.	.	1.8	.	1.8%	.
COc1ccccc1CN1C(=O)COC[C@@H]1[C@H](O)c1ccc(NC(=O)c2ccc(C#N)cc2)cc1	10.2%	39.8µM*	-2.9%	-2.4	4.8%	-0.1%	44.7µM*
CN(C)c1cccc(-c2nc(C3CC(=O)N(c4ccc(F)cc4)C3)no2)c1 (centres undefined)	3.3%	?	-9.2%	-8.4	3.2%	8.0%	?
CNCc1ccc(-c2cc(-c3nc(-c4ccc(S(=O)(=O)C(C)C)cc4)cnc3N)on2)cc1	.	.	.	-10.0	0.1%	14.9%	.
O=C1NC(C(=O)NCCN2CCCCC2)Cn2cccc21 (centres undefined)	3.9%	3.6%	6.5%	-1.7	2.3%	1.6%	i
O=C1CO[C@H]2CCN(Cc3ccccc3O)CC[C@@H]2N1Cc1ccccc1	10.7%[87.6 µM]	?	-0.9%[172 µM]	0.1	-17.7%[88.5 µM]	-13.5%[87.6 µM]	-19.3%[138 µM]
Oc1ccc(-c2nc(-c3ccccc3)c(-c3ccc(Br)cc3)[nH]2)cc1	?	.	.	6.1	.	-28.0%	.
NC(=O)c1ccc(CC2CCN(C(=O)C3CC3)CC2)cc1	11.3%	?	-11.3%	-18.4	i	5.0%	?
O=C(NC1CC(=O)N(c2ccc(Cl)cc2)C1)c1cc2ccccc2o1 (centres undefined)	8.6%	.	.	13.2	.	1.8%	.
O=C(NCc1cccc(Cl)c1)C1CCN(c2nn3cc(-c4ccc(F)cc4)nc3s2)CC1	92.8%[activator]	.	.	2.7	.	-4.4%	.
COc1ccc(CCNC(=O)c2cc(=O)[nH]c3ccc(S(=O)(=O)N4CCCCC4)cc23)cc1OC	-21.1%	.	.	7.7	.	-3.1%	.
COC(=O)c1sccc1S(=O)(=O)N(CC(=O)NCc1ccc(F)cc1)c1ccc(Cl)cc1	?	.	.	-10.8	.	-23.4%	.
COc1ccccc1C(=O)N1CCn2c(nn(-c3ccc(Cl)cc3)c2=O)C1	-19.6%	?	.	13.8	3.0%	-10.5%	-18.6%
COc1ccccc1N1CCN(S(=O)(=O)c2cc(-c3cc(C)no3)ccc2C)CC1	-1.4%	.	.	13.1	.	6.7%	.
CC1=C[C@H](O)[C@H]2C(C)(C)CCC[C@]2(C)[C@@]1(O)CO	.	.	.	-4.7	i	-18.5%	.
Cc1c(F)cccc1NC(=O)Nc1cccc(-c2nnc3n2CCCC3)c1	17.0%	11.2%	?	15.5	-3.9%	6.2%	i
Cn1nnc2c(NCCc3ccccc3)ncnc21	60.9%[activator]	.	.	-11.9	.	-0.2%	.
CCCCCC(=O)N1[C@@H](c2ccco2)[C@@H](C(=O)O)C[C@]12CCCCN(CCOC)C2=O	.	?	.	-5.1	.	.	?
COc1ccc2nc3n(c2c1)[C@@H](CNS(=O)(=O)c1ccc(F)cc1)COC3	-1.4%[87.6 µM]	-29.5%[172 µM]	-0.1%[172 µM]	-1.9	i	-0.8%[87.6 µM]	?
O=C1NC(=O)/C(=C/c2cccc(C(F)(F)F)c2)S1	.	.	.	-4.2	i	6.7%	.
COCc1cc(CC2(NCc3ccc(C(F)(F)F)cc3)COC2)no1	5.3%[87.6 µM]	-15.1%[172 µM]	-1.9%[172 µM]	24.3	i	2.7%[87.6 µM]	-2.1%[174 µM]
COc1cccc(Nc2c3c(nc4nncn24)CCC3)c1	10.2%	.	.	-9.1	.	-1.7%	.
O=C(c1cc2ccccc2[nH]1)N1CCC2(C1)NC(=O)N(Cc1ccc(F)cc1)C2=O (centres undefined)	91.5%[activator]	?	-27.7%	1.1	i	-14.1%	?
CCCC(=O)Nc1ccccc1-c1cccc(NC(C)=O)c1	10.2%	2.1%	10.3%	4.2	-16.5%	-2.7%	-0.7%
COc1ccccc1/C=C/c1onc(C)c1S(=O)(=O)N1CCC(C(=O)N2CCC(C)CC2)CC1	11.6%	.	.	18.2	.	6.5%	.
CCOc1ccc(NC(=O)CN2C(=O)COc3ccc(S(=O)(=O)NC4CCCC4)cc32)cc1	-25.6%	.	.	-11.1	.	?	.
COc1ccccc1C(=O)N1CCC2(CC1)C(=NC1CCCCC1)NC(=O)N2c1cccnc1	30.5%[activator]	i	.	5.3	1.5%	3.8%	i
O=C(c1ccccc1F)N1CCCC(C(=O)N2CCC(N3CCCC3=O)CC2)C1 (centres undefined)	22.1%	i	.	1.0	i	4.0%	-10.0%
Cc1ccc(C)c(-c2nn(CC(=O)Nc3cc(F)ccc3F)c(=O)c3c2CCCC3)c1	?	.	.	-6.4	.	4.9%	.
COC(=O)N1CCN(Cc2cc(=O)c3cc(F)ccc3[nH]2)CC1	5.4%	-11.2%	1.5%	2.7	-8.6%	6.4%	-30.2%
Cc1cccc(CNC(=O)Cn2c(C)ccc(NS(C)(=O)=O)c2=O)c1	-8.5%	-0.2%	2.2%	-4.8	4.3%	8.5%	i
CCS(=O)(=O)c1nc(S(=O)(=O)c2ccc(C)cc2)c(NC)s1	3.4%	.	.	7.6	.	0.0%	.
Cc1ccc(Nc2c(-c3ccc(N(C)C)cc3)nc3nc[nH]n23)cc1	-96.5%	.	.	16.0	.	-29.1%	.
COc1ccc(CN2CCNc3cc(Nc4ccccc4)ncc3C2)cc1O	?	100µM*	-12.9%[172 µM]	3.4	4.6%[88.5 µM]	-28.9%[87.6 µM]	79.4µM*
CN(Cc1ccc(F)cc1)Cc1ccc(-c2ccccc2)cc1	26.7%[87.6 µM]	0.4%[172 µM]	-2.4%[172 µM]	-6.2	-5.3%[88.5 µM]	7.1%[87.6 µM]	-9.0%[138 µM]
COc1ccc(NC(=O)CSc2nc3c(c(=O)[nH]2)CN(Cc2ccccc2)CC3)cc1Cl	34.7%[activator]	.	.	0.0	.	-1.8%	.
COc1ccc(N2CCN(C(=O)CCNS(=O)(=O)c3ccc4c(c3)CCN4C(=O)C3CC3)CC2)cc1	10.5%	.	.	-6.9	.	-4.6%	.
O=C(CSc1nc2c(c(=O)[nH]1)CN(Cc1ccc3c(c1)OCO3)CC2)Nc1ccc(F)c(F)c1	-13.4%	.	.	21.9	.	2.9%	.
C#CCn1cnc2c(cnn2-c2ccc(F)cc2)c1=O	27.9%	.	.	0.0	.	5.5%	.
Cc1cnc(CC2CCCN(S(C)(=O)=O)C2)n1C(C)C (centres undefined)	10.6%	-4.3%	5.0%	13.0	i	-2.1%	-3.8%
Cc1noc(-c2cn(C3CCCN(C(=O)c4ccc(F)cc4)C3)nn2)n1 (centres undefined)	-26.5%	1.8%	-0.9%	-0.6	4.2%	14.2%	-11.9%
Cc1ccccc1NC(=O)Cn1c(=O)n(Cc2ccco2)c(=O)c2ccc(C(=O)NC3CCCC3)cc21	1.4%	.	.	-11.0	.	-9.2%	.
Cc1cccc(-c2noc([C@@H]3Cc4nc[nH]c4CN3C(=O)COCC(=O)O)n2)c1	?	-7.6%[172 µM]	56.2µM*	18.6	-11.3%[88.5 µM]	5.3%[87.6 µM]	-27.7%[174 µM]
O=C1NCCCCCN(C(=O)CCCc2ccccc2)[C@H]2CCCC[C@@H]12	-0.1%	-28.0%	-8.3%	-1.2	i	-3.4%	?
Cc1cc(-c2cn(C)c(=O)n3cc(COc4ccccc4)nc23)ccn1	-10.3%[87.6 µM]	?	?	-12.8	i	?	?
COC(=O)CNC(=O)C1CCCN1C(=O)c1cccc(-c2cccc(OC)c2)c1 (centres undefined)	20.8%	44.7µM*	.	-9.4	4.2%	11.0%[12.5 µM]	?
COc1cccc(CN(C)C(=O)c2cn(Cc3ccc(Cl)cc3)nn2)c1	-4.4%	?	-4.7%	0.1	-7.2%	2.1%	?
O=C(CN1C=NS(=O)(=O)c2ccccc21)Nc1ccccc1F	-27.3%	.	.	10.4	.	-3.6%	.
CC(C)(C)C(=O)NC1CCN(C(=O)c2ccc(-c3cccs3)cc2)CC1	9.4%	?	.	4.0	i	6.0%[12.5 µM]	?
(listing goes on)
SMILES	SNCA expr inhib	HEK cytotox	FLuc inh	IP6K1 inh	GPT2 inh	HEK293 viab	NIH3T3 tox
CC1CCN(S(=O)(=O)c2ccc3c(c2)CCN3C(=O)Nc2ccc(Br)cc2F)CC1	21.1%	.	.	25.3	.	-13.0%	.
CCn1ccc(C(=O)N2CCN(c3cc(-c4ccc(Cl)cc4)[nH]n3)CC2)n1	-15.7%	?	-16.6%	-1.8	i	-4.3%	?
CS(=O)(=O)N(C1CCOCC1)C1CN(C(=O)COc2ccccc2)C1	-0.3%	-13.1%	-5.3%	-9.1	i	-0.8%	-16.0%
CCOCCOC1CCN(C(=O)C2(S(=O)(=O)c3ccc(Cl)cc3)CC2)CC1	1.8%	9.3%	-12.0%	-1.4	i	0.8%[12.5 µM]	-7.5%
CCNc1ncc(CN2CCN(c3ccncc3)CC2)cn1	22.3%	-12.3%	4.0%	-1.2	-4.0%	5.6%	i
C=C(C(=O)O)C1CC(O)C2(C)CCCC(=C)C2C1 (centres undefined)	.	.	.	31.6	1.0%	0.3%	.
CC(C)(C)C(=O)Nc1cnc(-c2cccnc2)nc1	14.2%	-8.6%	28.2µM*	-2.6	i	3.6%	-22.8%
CCCc1cc(CNC(=O)c2ccc(N3C[C@@H](C)O[C@@H](C)C3)nc2)on1	-16.3%	4.6%	5.9%	0.0	-4.8%	6.8%	-20.3%
Cc1cc(C(=O)N2CCC3(CCCN(C4CCOCC4)C3=O)C2)no1 (centres undefined)	-27.0%	4.8%	10.9%	0.9	-0.7%	-14.1%	3.4%
COc1ccccc1NC(=O)c1cc2c(N3CCSCC3)nc(C)cn2n1	-5.7%	50.1µM*	2.1%	5.0	-2.0%	3.1%	-10.1%
Cc1ccc(-c2nnc(C3CN(C(=O)C(C)C)CC34CCOCC4)o2)cc1 (centres undefined)	-6.3%	2.9%	12.1%	-6.0	i	-6.9%	?

Record cards, as listed above:
Cc1cc(C(=O)N2CCC3(CCCN(C4CCOCC4)C3=O)C2)no1 (centres undefined) as listed: SNCA expr inhib: -27.0%; HEK cytotox: 4.8%; FLuc inh: 10.9%; IP6K1 inh: 0.9; GPT2 inh: -0.7%; HEK293 viab: -14.1%; NIH3T3 tox: 3.4%
COc1ccccc1NC(=O)c1cc2c(N3CCSCC3)nc(C)cn2n1 as listed: SNCA expr inhib: -5.7%; HEK cytotox: 50.1µM*; FLuc inh: 2.1%; IP6K1 inh: 5.0; GPT2 inh: -2.0%; HEK293 viab: 3.1%; NIH3T3 tox: -10.1%
